IMP-1 inhibitor: inhibitors of Pseudomonas aeruginosa IMP-1 metallo-beta-lactamase; purified IMP-1, nitrocefin hydrolysis, epi-absorbance fluorescence; inhibition, % at 5.6 µM; 290,000 compounds, 0.45% hits; AID 1556;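 active = inhibition above the mean plus 3 SD of all compounds in the same screening run, cut at about 4.5% in these data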;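 note: 0% = IMP-1 with DMSO and 100% = DMSO wells lacking enzyme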
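Assay system: purified IMP-1; Quantity: IMP-1 0.2 nM before substrate addition; Medium: HEPES buffer pH 7.1 with ZnSO4 and Brij 35; Incubation: 15 min enzyme–compound preincubation, then 25 min nitrocefin reaction, 25 °C; Signal: fluorescence quenching readout, ex 480/em 530 nm; Controls: DMSO with and without IMP-1; Repeats: singlicate testing.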
MEKK3 PB1 HTS: raises or lowers MEK5 binding to the human MEKK3 PB1 domain | Q99759 | bead-based flow cytometry, Alexa488-MEK5 binding to MEKK3; actives lie on both sides; 0 = blocked by unlabeled MEK5, 100 = vehicle | binding response (% of control), % at 10 µM | 290,000 compounds, 1.4% hits;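 active = binding response more than 3 SD above or below the average of its plate-row segment, actives on both sides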;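 note: Alexa488 bead fluorescence after subtracting the streptavidin-only scavenger bead signal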
Target sequence (Q99759 whole entry, looked up, the tested form may be a part): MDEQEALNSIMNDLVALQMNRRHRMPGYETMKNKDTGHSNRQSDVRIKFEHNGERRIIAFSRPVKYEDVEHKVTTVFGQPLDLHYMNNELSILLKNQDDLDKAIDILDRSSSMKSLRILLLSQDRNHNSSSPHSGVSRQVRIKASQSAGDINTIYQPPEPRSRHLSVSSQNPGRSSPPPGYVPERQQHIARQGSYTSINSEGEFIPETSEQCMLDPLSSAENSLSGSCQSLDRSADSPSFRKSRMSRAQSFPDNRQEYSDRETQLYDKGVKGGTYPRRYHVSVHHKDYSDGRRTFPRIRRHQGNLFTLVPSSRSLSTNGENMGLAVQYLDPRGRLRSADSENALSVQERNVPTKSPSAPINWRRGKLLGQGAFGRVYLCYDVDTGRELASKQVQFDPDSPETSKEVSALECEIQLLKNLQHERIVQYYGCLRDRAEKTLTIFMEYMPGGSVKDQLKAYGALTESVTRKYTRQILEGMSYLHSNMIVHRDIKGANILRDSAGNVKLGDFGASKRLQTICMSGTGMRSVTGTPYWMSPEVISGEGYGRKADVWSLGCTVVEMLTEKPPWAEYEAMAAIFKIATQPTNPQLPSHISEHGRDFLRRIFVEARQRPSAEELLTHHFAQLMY
FID counter: displaces DNA intercalator in HCV helicase counter-screen | 290,000 compounds, 0.17% hits | AID 1845 | inhibition, % at 7.9 µM | DNA fluorescent intercalator displacement, fluorescence; in the data active = inhibition above about 37%;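 note: 0% = vehicle and 100% = reference compound; higher means more ethidium bromide displaced from hairpin DNA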
NS3 helicase inh: HCV NS3 helicase inhibition; 290,000 compounds, 0.56% hits; NS3 helicase DNA unwinding, Cy5 molecular beacon fluorescence; inhibition, % at 10.9 µM; AID 1800;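 active = inhibition above the mean of all tested compounds plus 3 SD, set per campaign, cut at about 35% in these data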;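 note: 0% = DMSO wells and 100% = thioflavine S control wells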
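Compound dosing – single dose, 10.9 µM nominal final, DMSO 0.8% final · System – NS3 helicase fragment of HCV · Buffer or medium – MOPS pH 6.5, MgCl2, DTT, Tween20, BSA · Signal – Cy5 beacon fluorescence read at start and 1 h · Also added – annealed dual-labelled DNA beacon duplex, ATP-started · Schedule – 1 h at 25 °C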
SUMO HTRF inh: blocks human SUMOylation mediated by UBC9 | inhibition, % at 35 µM | P63279 | 290,000 compounds, 0.36% hits | HTRF SUMOylation assay, SAE1/SAE2 + UBC9, in vitro; in the data active = inhibition above about 50%, passing the limit was not always enough; note: strong numbers were not always called active
Target sequence (P63279 whole entry, looked up): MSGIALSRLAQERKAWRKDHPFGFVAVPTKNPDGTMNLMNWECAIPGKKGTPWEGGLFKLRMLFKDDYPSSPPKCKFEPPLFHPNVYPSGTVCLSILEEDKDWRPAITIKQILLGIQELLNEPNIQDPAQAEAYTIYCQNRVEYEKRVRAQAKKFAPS
IDE act: boosts human insulin-degrading enzyme activity in HEK cells; FAbeta-B cleavage, fluorescence polarization; 0% vehicle, 100% cell-free pure enzyme wells; activation, % at 5.96 µM; P14735; 340,000 compounds, 0.073% hits;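 active = activation above the mean of all tested compounds plus 3 SD, set per screening campaign, cut at about 17% in these data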
PHOSPHO1 inh: blocks human PHOSPHO1 phosphatase activity. recombinant PHOSPHO1, absorbance phosphatase assay. Q8TCT1. AID 1565. 290,000 compounds, 1.1% hits. inhibition, % at 13.3 µM; in the data active = inhibition above about 60%
Target sequence (Q8TCT1 whole entry, looked up): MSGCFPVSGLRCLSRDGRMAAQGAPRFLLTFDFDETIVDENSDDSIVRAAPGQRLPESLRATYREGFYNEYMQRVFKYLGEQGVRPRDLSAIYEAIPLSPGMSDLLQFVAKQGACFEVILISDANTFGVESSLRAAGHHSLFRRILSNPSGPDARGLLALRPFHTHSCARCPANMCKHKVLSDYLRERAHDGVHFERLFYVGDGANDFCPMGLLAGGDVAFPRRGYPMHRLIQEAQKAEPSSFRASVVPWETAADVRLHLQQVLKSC
VIM-2 inh: blocks Pseudomonas aeruginosa VIM-2 metallo-beta-lactamase; purified VIM-2, nitrocefin hydrolysis, epi-absorbance fluorescence; inhibition, % at 5.6 µM; 290,000 compounds, 0.89% hits;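 active = inhibition above the mean of all tested compounds plus 3 SD, cutoff set per screening run, cut at about 7.5% in these data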;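 note: red hydrolysis product quenches plate fluorescence so inhibitors raise well fluorescence; 0% = enzyme with DMSO and 100% = DMSO without enzyme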
p-CIP stab down: p/CIP protein destabilization | 290,000 compounds, 0.01% hits | F442A p/CIP-EGFP cells, EGFP fluorescence, 16 h | decrease of EGFP signal, % at 10 µM;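 active = EGFP signal decrease of at least 30% at 10 µM or well 3 SD below plate mean, unless failing retest; inactive = the rest, including hits failing retest or dose response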; note: some compounds called inactive have numbers as strong as hits; many of its hits are not listed in these tables
Starred values were filed as active, the others as inactive; / = not tested or not shown. Some of the compounds tested; rates above refer to the full screens.

SMILES	IMP-1 inhibitor	MEKK3 PB1 HTS	FID counter	NS3 helicase inh	SUMO HTRF inh	IDE act	PHOSPHO1 inh	VIM-2 inh	p-CIP stab down
CCOC(=O)c1[nH]c(C)c(C(=O)NCC2CCCO2)c1C (stereo not given)	-1.9	101	-5	-1	0	3	-20	-2.3	2
Cc1ccc(NP(=O)(c2ccc(N(C)C)cc2NC(=O)c2cccs2)N2CCOCC2)cc1Cl (stereo not given)	-3.8	96	-7	-2	-18	-2	-6	-2.4	0
CC(C)N(Cc1ccccc1)C(=O)CCS(=O)(=O)c1ccc2c(c1)oc(=O)n2C	-1.0	101	-18	-4	20	1	3	-0.6	-10
CCCn1c(=O)c2ccccc2n2c(SCCOc3ccc(C)cc3)nnc12	-4.0	83	-2	-3	33	2	24	-0.5	6
Cc1ccc(OCC(=O)N2CCc3ccccc32)cc1	-0.7	95	-8	-7	-13	6	-6	0.7	2
COc1cc(/C=C2/SC(=NCc3ccccc3)N(Cc3ccccc3)C2=O)ccc1O	-1.9	104	-3	-2	-16	-38	19	-3.8	-6
CCC(CC)n1[nH]c(=O)c2c(C)cc(C)nc21	-2.0	106	0	2	-4	2	4	0.6	6
CCOc1ccc(-c2c(C(=O)N/N=C(\C)c3cccs3)nnn2-c2nonc2N)cc1	-2.7	96	-19	9	/	1	1	-1.6	2
O=C1c2cccc3cccc(c23)C(=O)N1c1nncs1	-0.1	104	4	-2	14	-1	-26	13*	2
COc1ccc(C(=O)C2CCCN(C(=O)c3cnsn3)C2)c(C)c1 (stereo not given)	-1.6	101	-16	-2	6	5	20	-2.9	-1
CCOC(=O)C1=C(N)N2C(=O)C(C)SC2=C(C(=O)OC)C1c1cccc(OC)c1 (stereo not given)	-4.6	87	-36	10	-7	-1	-4	-4.5	-4
CCc1c(C)nc(SCC(=O)Nc2ccc3c(c2)OCCO3)[nH]c1=O	-4.3	98	-6	4	1	2	-46	-5.1	3
Cc1ccc(NC(=O)C2=CC(c3cccs3)=NS(=O)(=O)N2C)cc1	-2.0	98	-3	-2	-5	0	28	-2.5	4
CCc1nn(CCCC(=O)Nc2ccc(C)c(C)c2)c(=O)c2cc3occc3n12	-1.1	99	-46	-2	2	0	40	-1.3	2
CSc1cccc(CN2CCN(Cc3ccc(F)c(F)c3)C(CCO)C2)c1 (stereo not given)	-3.8	99	2	-20	14	0	24	-1.8	-9
CCOc1ccc(OCc2cccc(C(=O)N3CCOCC3)c2)cc1	-2.7	/	-20	5	3	-4	10	-2.1	-12
CCC1CCCCN1S(=O)(=O)c1ccc(C(=O)Nc2nnc(-c3cccs3)o2)cc1 (stereo not given)	-5.9	/	-20	19	-7	5	0	-1.8	3
O=C(Oc1ccc2ccc(O)cc2c1)C1CCCCC1	-1.8	101	-9	5	-9	/	45	0.5	-8
Cc1cccc(N2CCN(C(=O)C3COc4ccccc4O3)CC2)c1C (stereo not given)	-2.1	102	-7	7	16	-3	47	-1.2	4
COC(=O)C1=C(C)N(c2ccc(S(N)(=O)=O)cc2)C(=O)C1	-0.8	101	-5	7	13	9	-11	-1.5	-7
O=C(COC(=O)c1ccc(F)c(S(=O)(=O)N2CCCCC2)c1)NCc1ccc(F)cc1	-2.1	103	-22	-8	3	6	4	-2.4	27
COc1ccc(-c2nnn(Cc3ccccc3F)n2)cc1	0.8	97	-8	-9	-8	5	-4	0.4	12
Cc1ccnc(N2CCCC(C(=O)NCc3cccs3)C2)n1 (stereo not given)	-4.7	99	-6	-1	15	6	3	-3.9	-7
COC(=O)Nc1[nH]ncc1[N+](=O)[O-]	-0.9	92	2	-12	10	0	29	-0.9	-9
COc1cccc(NC(=O)NCc2ccc(F)cc2)c1	-3.1	109	0	-2	-2	1	-17	-1.8	-8
CCN(CC)S(=O)(=O)c1ccc(C(=O)N2CCN(CCN3C(=O)c4cccc5cccc(c45)C3=O)CC2)cc1	-0.1	/	2	-12	1	/	43	-0.7	-10
COC(=O)C(NS(=O)(=O)c1ccc(F)cc1)c1ccccc1 (stereo not given)	-3.2	96	-6	2	5	7	30	-0.7	0
COc1ccc(S(=O)(=O)N2CCC(C(=O)NCCc3ccccc3)CC2)cc1OC	-1.1	93	-19	1	9	0	-20	1.7	-13
O=S(=O)(Cc1ccccc1Cl)N1CCCC1	-1.7	107	0	2	21	4	34	-3.2	-13
O=C(/C=C/c1ccccc1)c1cc(Br)ccc(=O)c1O	-0.2	95	-20	20	8	3	38	-1.6	-10
Cc1cccc(N2CCN(Cc3nc(-c4ccc(F)cc4F)oc3C)CC2)n1	0.0	103	-4	-8	13	2	40	-0.4	-10
Cn1c2c(c(=O)n(C)c1=O)C(c1ccccc1F)C(C#N)=C(N)O2 (stereo not given)	-4.6	102	-1	-1	12	8	21	-2.1	-12
O=C1CCN(C(=O)c2cccs2)c2ccccc21	-1.9	94	5	9	8	5	0	-3.7	5
O=C(c1ccc([N+](=O)[O-])s1)N1CCCc2ccccc21	-2.5	104	-3	-5	11	5	37	-1.5	-10
COc1ccc(CC(=O)Nc2ccc(S(=O)(=O)Nc3ncccn3)cc2)cc1	-5.8	102	-4	-1	24	-3	-15	-4.1	-12
Cc1cc(C)cc(NC(=S)N2CCN(c3ncccn3)CC2)c1	-2.1	105	1	3	3	5	-29	-2.3	2
O=C(CN1CCCc2ccccc21)Nc1ccc(F)cc1[N+](=O)[O-]	-1.9	97	3	-16	13	11	24	-1.3	2
CCn1nnnc1SCC(=O)Nc1ccc2c(c1)OCCO2	0.3	99	-3	-6	13	-1	16	-3.1	5
Cc1ccccc1NC(=O)CCS(=O)(=O)c1cccc2nonc12	-2.6	100	-1	-5	1	-2	9	-1.8	-26
O=C(OCCN1C(=O)c2ccccc2C1=O)c1cnccn1	-1.4	98	0	-2	15	0	-45	-2.5	-2
Cc1sc2nc(SCC(=O)OC(C)C)n(C)c(=O)c2c1C	-1.0	104	-3	-9	-10	-3	17	-2.5	3
COC(=O)c1ccc(NC(=O)CSc2ccc(-c3ccccn3)nn2)cc1	-1.3	102	-7	-7	7	1	24	-0.2	-7
COc1ccc(CN2CCCC(C(=O)N3CCCCC3)C2)c(OC)c1 (stereo not given)	-0.9	96	-2	0	16	1	39	-2.6	-8
CCOC(=O)c1c(NC(=O)Cn2ccsc2=N)sc(C)c1C	-1.0	96	23	-11	-12	8	-66	0.3	18
CCOC(=O)N1CCN(C(=O)c2ccc(CN(c3ccc(C)c(C)c3)S(C)(=O)=O)cc2)CC1	-4.6	96	-41	5	4	0	-3	-1.8	-22
Cc1cccc(NC(=O)CSc2nnc([C@@H]3CCCN3C(=O)OC(C)(C)C)o2)c1C	-2.9	99	-26	2	-1	0	14	-2.0	16
C=Cn1c(C(=O)O)cc(CC)c1-c1ccccc1	-2.5	100	-5	11	-1	6	-7	-3.1	-2
CCOC(=O)c1sc2nc(C)n(N)c(=O)c2c1C	-3.8	113	7	2	-1	-4	63*	-7.5	-6
O=C(COC(=O)Cn1cnc2ccccc2c1=O)NCC12CC3CC(CC(C3)C1)C2	-4.3	106	-17	6	-5	3	-4	-2.3	-15
CSc1nc2ccccc2n1CC(=O)N1CCCCC1	-0.8	102	-3	-2	12	-2	-6	-0.5	-14
Cc1cccc(-c2nnc(SCCC(=O)N3CCOCC3)o2)c1	-2.1	100	-15	5	-8	3	5	1.6	-11
CC(=O)N(C)c1nnc(-c2cnccn2)s1	-1.2	/	-2	-5	6	6	41	-1.9	-12
CC(C)c1ccccc1NC(=S)NCCCn1ccnc1	-2.3	90	-11	-4	-1	6	-1	-1.4	-7
Nc1ccc(C(=O)OCC(=O)NC2CC2)cc1[N+](=O)[O-]	-2.5	95	-2	-7	2	3	17	-2.7	-7
C/C(=N\NC(=O)c1cc(C2CC2)nc2ccccc12)c1ccc(C)s1	-5.3	103	-8	-1	7	6	-9	-2.0	5
COc1cc(Cl)c(S(=O)(=O)NCCN2CCOCC2)cc1Cl	-0.2	105	0	-3	18	4	11	-3.2	-18
CC(C)CN1CCC(CNC(=O)CCc2nnc(Cc3c[nH]c4ccccc34)o2)CC1	-3.3	110	-5	-16	10	1	53	-0.2	-10
Cc1ccc(-c2csc3ncnc(SCC(=O)c4ccc5c(c4)OCCO5)c23)cc1	0.9	100	3	-10	-6	8	-3	-0.4	-6
CSc1ccccc1C(=O)Nc1cccc(C)c1	-2.5	111	-3	4	-1	6	-3	-3.6	-11
CC(=O)Nc1nonc1NC(=O)CSc1nc2ccccc2o1	-4.1	103	1	4	-7	0	19	-0.6	-6

Given as comma-separated lines: five of the compounds above
Molecule,IMP-1 inhibitor,MEKK3 PB1 HTS,FID counter,NS3 helicase inh,SUMO HTRF inh,IDE act,PHOSPHO1 inh,VIM-2 inh,p-CIP stab down
Cc1cccc(-c2nnc(SCCC(=O)N3CCOCC3)o2)c1,-2.1,100,-15,5,-8,3,5,1.6,-11
CC(=O)N(C)c1nnc(-c2cnccn2)s1,-1.2,/,-2,-5,6,6,41,-1.9,-12
CC(C)c1ccccc1NC(=S)NCCCn1ccnc1,-2.3,90,-11,-4,-1,6,-1,-1.4,-7
Nc1ccc(C(=O)OCC(=O)NC2CC2)cc1[N+](=O)[O-],-2.5,95,-2,-7,2,3,17,-2.7,-7
C/C(=N\NC(=O)c1cc(C2CC2)nc2ccccc12)c1ccc(C)s1,-5.3,103,-8,-1,7,6,-9,-2.0,5

Further results
SMILES	IMP-1 inhibitor	MEKK3 PB1 HTS	FID counter	NS3 helicase inh	SUMO HTRF inh	IDE act	PHOSPHO1 inh	VIM-2 inh	p-CIP stab down
O=C(Nc1ccc(O)c(C(=O)O)c1)Oc1ccccc1	-2.3	93	0	0	29	3	12	-0.8	-3
Cc1ccc(N=Cc2c(O)cc(C)oc2=O)c(C)c1	-2.6	104	1	-5	11	4	29	-2.2	-11
CC(=O)N1CCc2cc(S(=O)(=O)NCCC(=O)NCCc3ccc(Cl)cc3)ccc21	-2.0	101	-30	-6	2	8	56	-0.8	-7
Cc1ccc(-c2nnc(Nc3ccc(OCC(N)=O)cc3)c3ccccc23)cc1S(N)(=O)=O	-3.1	102	-29	-4	22	-2	23	-1.4	0
CC(C)NC(=O)CN1CCN(Cc2nc(C(c3ccccc3)c3ccccc3)no2)CC1	-2.1	107	-24	-11	5	-3	35	-2.9	1
COc1cc(Cl)ccc1NC(=S)N(CCCN1CCOCC1)Cc1cn(C)c2ccccc12	-0.7	95	4	-26	-8	-3	-35	0.0	-2
COc1ccc(CNC(=O)CCc2c(C)nc3cc(-c4ccccc4OC)nn3c2C)cc1	-2.7	88	-37	-9	5	6	22	-2.1	8
O=C(c1cc2sccc2n1Cc1ccccc1)N1CCN(c2nc3ccccc3s2)CC1	-3.8	106	-21	-8	-58	-6	33	-3.0	-18
Cc1nc(C(=O)N2CCc3c([nH]c4ccccc34)C2c2cc(F)ccc2F)cs1 (stereo not given)	3.0	95	-28	-36	-14	1	7	3.0	20
C=CCNC(=S)NNC(=O)c1ccccc1	-4.5	115	6	-1	-6	3	29	-2.9	-13
